ARNT TACC3 PPI – ARNT/TACC3 interaction disruption; Q9Y6A5; AlphaScreen His-ARNT PAS-B/GST-TACC3 binding, luminescence; TACC3 fragment carries E629A point mutation; inhibition, % at 9.99 µM; 390,000 tested, 0.66% active; AID 623870;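 active = mean inhibition of replicates at least 50% and at least half of replicates each reaching 50%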;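 note: 0% = complete ARNT plus TACC3 wells and 100% = ARNT alone without TACC3; many hits fall short of the cut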
esBAF inh – SWI/SNF esBAF complex inhibition; 350,000 tested, 2% active; mouse ES cells, Bmi1-luciferase knock-in reporter, 24 h; 100% = twice the neutral-well signal; reporter increase, % at 12.5 µM; in the data active = activation above about 40%;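 note: 0% = median of the plate's neutral control wells and 100% = double that signal; a rise in the Bmi1 reporter signal indicates esBAF inhibition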
miR-122 sensor – blocks miR-122 activity in Huh7 sensor cells | 340,000 tested, 0.3% active | Huh7 miR-122 Renilla luciferase sensor, 48 h; neutral wells = 0, positive control = 100 | activation (reporter increase), % at 12.5 µM | AID 602342;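 active = mean replicate activation score at least 90 and every replicate individually at or above 90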;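 note: higher luciferase means less miR-122 activity so hits act as miR-122 inhibitors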
Starred values were filed as active, the others as inactive; nt = no result given; [ ] = dose if it differs, or a comment. This is a subset; the hit share may differ from the screen's.

SMILES	ARNT TACC3 PPI	esBAF inh	miR-122 sensor
CC(C)NC(=O)N(C)C[C@H]1Oc2ccc(NC(=O)Cn3cnnn3)cc2C(=O)N([C@@H](C)CO)C[C@@H]1C	nt	-2.2	-4.2[16.7 µM]
C[C@@H]1CN([C@@H](C)CO)C(=O)c2cc(NC(=O)Nc3ccccc3)ccc2O[C@@H]1CN(C)Cc1ccc(Cl)c(Cl)c1	nt	5.6	-4.6[16.7 µM]
COc1ccc(NC(=O)N(C)C[C@H]2Oc3c(NC(=O)Nc4ccc(C(F)(F)F)cc4)cccc3C(=O)N([C@@H](C)CO)C[C@H]2C)cc1	nt	-8.6	-6.3[16.7 µM]
COc1ccc(S(=O)(=O)Nc2cccc3c2O[C@@H](CN(C)Cc2ccc(Cl)c(Cl)c2)[C@H](C)CN([C@H](C)CO)C3=O)cc1	nt	-5.2	17.4[16.7 µM]
COc1ccc(S(=O)(=O)Nc2cccc3c2O[C@H](CN(C)Cc2ccc(C(=O)O)cc2)[C@H](C)CN([C@@H](C)CO)C3=O)cc1	nt	-2.6	-1.0[16.7 µM]
COc1ccc(NC(=O)N(C)C[C@@H]2Oc3c(NC(=O)Nc4ccc(C(F)(F)F)cc4)cccc3C(=O)N([C@@H](C)CO)C[C@@H]2C)cc1	nt	-1.0	0.0[16.7 µM]
C[C@@H]1CN([C@@H](C)CO)C(=O)c2cccc(NC(=O)c3cnccn3)c2O[C@H]1CN(C)S(=O)(=O)c1ccc(Cl)cc1	nt	-3.3	0.6[16.7 µM]
C[C@H]1CN([C@@H](C)CO)C(=O)c2cccc(NS(=O)(=O)c3cccs3)c2O[C@H]1CN(C)C(=O)Nc1ccccc1	nt	-2.0	1.2[16.7 µM]
C[C@H]1CCCCO[C@H](CN(C)S(=O)(=O)c2ccc(F)cc2)[C@@H](C)CN([C@@H](C)CO)C(=O)c2cc(NC(=O)CCC(F)(F)F)ccc2O1	nt	-1.6	4.7[16.7 µM]
COc1ccc(S(=O)(=O)Nc2ccc3c(c2)C(=O)N([C@@H](C)CO)C[C@@H](C)[C@H](CN(C)C(=O)Nc2ccc4c(c2)OCO4)O3)cc1	nt	-3.2	-5.9[16.7 µM]
COc1ccc(NC(=O)Nc2cccc3c2O[C@@H](CN(C)Cc2ccc(Cl)c(Cl)c2)[C@@H](C)CN([C@@H](C)CO)C3=O)cc1	nt	12.2	64.5[16.7 µM]
C[C@H](CO)N1C[C@H](C)[C@H](CN(C)S(=O)(=O)c2ccccc2)Oc2ccc(NS(C)(=O)=O)cc2C1=O	nt	-12.4	5.8[16.7 µM]
Cc1noc(C)c1NC(=O)Nc1ccc2c(c1)C(=O)N([C@@H](C)CO)C[C@@H](C)[C@@H](CN(C)C(=O)Nc1ccccc1)O2	nt	4.5	3.2[16.7 µM]
Cc1noc(C)c1NC(=O)Nc1cccc2c1O[C@@H](CN(C)C(=O)Nc1ccc(F)cc1)[C@H](C)CN([C@@H](C)CO)C2=O	nt	2.1	3.7[16.7 µM]
Cc1ccc(-c2nnc(SCC(=O)N3CCOCC3)nc2-c2ccc(C)cc2)cc1	14.5	nt	5.2
CC(=O)c1cccc(NC(=S)NCCC2=CCCCC2)c1	-8.9	nt	5.9
Cn1c(Oc2ccc(Cl)cc2)c(C=O)c2ccccc21	-6.0	nt	9.2
COc1cccc(Nc2nnc(SCc3cc([N+](=O)[O-])cc4c3OCOC4)s2)c1	-1.5	nt	4.4
O=C(c1ccccc1F)N1CCN(Cc2ccccc2F)CC1	-9.7	nt	-3.0
CC1CC(C)CN(c2ccc(C(=O)OCC(=O)NC3CCCc4ccccc43)cc2[N+](=O)[O-])C1 (stereo not drawn)	16.3	nt	-6.7

Ordered by the number under ARNT TACC3 PPI (lowest first): three from the list above.
SMILES	ARNT TACC3 PPI	esBAF inh	miR-122 sensor
O=C(c1ccccc1F)N1CCN(Cc2ccccc2F)CC1	-9.7	nt	-3.0
CC(=O)c1cccc(NC(=S)NCCC2=CCCCC2)c1	-8.9	nt	5.9
CC1CC(C)CN(c2ccc(C(=O)OCC(=O)NC3CCCc4ccccc43)cc2[N+](=O)[O-])C1 (stereo not drawn)	16.3	nt	-6.7

Continued.
SMILES	ARNT TACC3 PPI	esBAF inh	miR-122 sensor
COCCCNc1ccnc2c(Cl)cccc12	7.4	nt	-2.3
c1ccc(CC2CCN(c3nc4ccccc4n4cnnc34)CC2)cc1	-3.4	nt	-1.7
CCCC/C=C1/CCC(CN(C)C)C1=O (stereo not drawn)	-1.9	nt	11.1
CCCC(=O)Nc1cccc(S(=O)(=O)N(C)c2ccccc2)c1	-3.7	nt	0.4
CCOC(=O)C1=C(C)NC(SCC(=O)O)=C(C#N)C1c1ccco1 (stereo not drawn)	-0.5	nt	40.4
C=CCn1c(C)cc(C(=O)CN2C(=O)NC3(CCCc4ccccc43)C2=O)c1C (stereo not drawn)	0.3	nt	1.5
S=c1[nH]ncn1/N=C/c1ccc(Br)cc1	-6.9	nt	-2.3
CCc1cc(/C(Cc2csc(C)n2)=N/O)c(O)cc1O	21.2	nt	4.5
C[n+]1cc[nH]c1SCC(=O)c1ccccc1	20.4	nt	-4.1
Cc1ccc(S(=O)(=O)Nc2ccc3oc(=O)sc3c2)c(C)c1	0.7	nt	4.7
O=C(Nc1cccnc1)C1(F)C(F)(F)C(F)(F)C(F)(F)C(F)(F)C1(F)F	-15.3	nt	-5.4
CN1CCN(C(=O)c2cnn3c(C(F)F)cc(C4CC4)nc23)CC1	1.3	nt	0.4
COc1ccc(S(=O)(=O)N(C)c2c(C)n(C)n(-c3ccccc3)c2=O)cc1OC	-6.7	nt	1.8
Cc1[nH]c2ccccc2c1C(c1ccccn1)N1CCC(C)CC1 (stereo not drawn)	0.6	nt	-10.8
COc1ccc(C2=CC(c3ccco3)n3ncnc3N2)cc1 (stereo not drawn)	4.2	nt	7.6
O=C1CN(C(=O)COc2ccc(Br)cc2F)c2ccccc2N1	-0.1	nt	0.4
Cc1ccc(C(=O)c2ccccc2C(=O)OCC(=O)NCCc2ccc(Cl)cc2Cl)cc1	-4.7	nt	-1.5
COc1ccc(S(=O)(=O)N2CCC(C(=O)Nc3ccc(OC)c(OC)c3)CC2)cc1C	-0.7	nt	3.3
[O-]/[N+](=C\c1ccncc1)c1ccccc1	11.7	nt	-8.3
COc1cc(SC#N)ccc1N=Cc1c(C)[nH]n(-c2ccc(Cl)cc2)c1=O	-1.5	nt	-0.9

Record cards, from the list above.
C[C@@H]1CN([C@@H](C)CO)C(=O)c2cccc(NC(=O)c3cnccn3)c2O[C@H]1CN(C)S(=O)(=O)c1ccc(Cl)cc1 in the list: ARNT TACC3 PPI: nt; esBAF inh: -3.3; miR-122 sensor: 0.6[16.7 µM]
C[C@H](CO)N1C[C@H](C)[C@H](CN(C)S(=O)(=O)c2ccccc2)Oc2ccc(NS(C)(=O)=O)cc2C1=O in the list: ARNT TACC3 PPI: nt; esBAF inh: -12.4; miR-122 sensor: 5.8[16.7 µM]
Cc1ccc(S(=O)(=O)Nc2ccc3oc(=O)sc3c2)c(C)c1 in the list: ARNT TACC3 PPI: 0.7; esBAF inh: nt; miR-122 sensor: 4.7

Following part
SMILES	ARNT TACC3 PPI	esBAF inh	miR-122 sensor
Cc1ccc(C)c(NC(=O)CCC(=O)NNC(=O)C(c2ccccc2)c2ccccc2)c1	-2.0	nt	-3.4
Cc1ccc(C(=O)Nc2cc(Cl)ccc2N2CCCCC2)s1	-14.2	nt	2.3
CCOC(=O)C1=C(C)NC2=C(C(=O)c3ccccc32)C1c1cccnc1 (stereo not drawn)	-16.3	nt	-7.5
Nc1nc(SCC(=O)Nc2ccccc2Sc2ccccc2)n[nH]1	-5.0	nt	-1.5
CC1(C)CC(=O)C(C=Nc2ccccc2)=C(O)C1	0.2	nt	0.4
CCOC(=O)NC(Nc1ccc(C)cn1)(C(F)(F)F)C(F)(F)F	-1.7	nt	4.7
O=C1CSCC(=O)N1c1ccccc1	3.6	nt	-2.9
S=C(Nc1ccc(Cl)cc1)c1nc2ccccc2[nH]1	4.2	nt	8.7
C=CCN(C)NC(=S)Nc1ccccc1	-3.4	nt	-1.5
CCOC(=O)c1ccc(N2C(=O)C(C)=C(C)C2=O)cc1	4.0	nt	2.2
C/C(=N\NC(=S)NCCc1ccccc1)c1ccc(Cl)cc1	-1.5	nt	3.9
CO/N=C(/CNC(=O)c1ccccc1Cl)c1ccc(Cl)cc1	1.0	nt	-1.5
O=C(c1cccc(C(F)(F)F)c1)N1CCOC12CCN(c1ncc(C(F)(F)F)cc1Cl)CC2	1.8	nt	-2.3
O=S(=O)(Nc1ccc(N2CCCCC2)cc1)c1cccc2cccnc12	-4.7	nt	3.5
COc1ccc(-c2nnc(SCC(=O)NC(=O)NCc3ccccc3)o2)cc1	-5.4	nt	10.7
O=C(c1cc2ccccc2oc1=O)N(c1ccc(Cl)cc1)C1C=CS(=O)(=O)C1 (stereo not drawn)	-2.9	nt	-2.2
c1ccc(NC2=Nc3ccccc3CS2)cc1	1.3	nt	-5.1
O=C(c1cccc(F)c1)N1C2C=CC(C2)C1(C(F)(F)F)C(F)(F)F (stereo not drawn)	-4.0	nt	-4.0
Cn1c(=NC(=O)c2ccccc2[N+](=O)[O-])sc2cc(S(C)(=O)=O)ccc21	-0.9	nt	-2.0
O=C(/C=C/c1ccc(Cl)cc1Cl)N(Cc1ccccc1)C1CCS(=O)(=O)C1 (stereo not drawn)	-3.5	nt	-5.3
Clc1ccc(CON/C=N/c2ncnc3sccc23)cc1	-3.2	nt	-8.4
Cc1cc(C)c(NC(=O)CN2CCOCCOCCOCCOCC2)c(C)c1	-0.2	nt	-3.4
COc1cccc(/C=N/Nc2snc(SC)c2C#N)c1	1.2	nt	1.7
CC1CN(S(=O)(=O)c2ccc(NC(=O)c3ccco3)cc2)CC(C)O1 (stereo not drawn)	6.1	nt	41.6
CC(/C=N\N1CCN(c2ccc(Cl)cc2)CC1)=C\c1ccccc1	0.4	nt	-5.6
CCOC(=O)/C=c1\s/c(=C\c2ccc3cc(OC)ccc3c2)c(=O)n1CC(=O)NCC1CCCO1 (stereo not drawn)	-1.0	nt	-5.9
CC(C)CN(C(=O)c1nn(C)c(=O)c2ccccc12)c1nc2ccccc2s1	11.6	nt	-1.6
Cc1ccc(C(=O)Nc2nnc(-c3cccs3)s2)cc1C	-5.3	nt	4.6
O=C(O)CCc1ccc(-c2ccc(F)cc2)n1CC1CCCO1 (stereo not drawn)	0.4	nt	-1.7
O=C1CC(c2cc3c(cc2Br)OCO3)C2=C(CCCC2=O)N1 (stereo not drawn)	4.7	nt	-2.8
Cc1ccc(-c2nn(-c3ccccc3)cc2/C=N/NC(=O)c2ccc3c(c2)OCO3)cc1	4.0	nt	-0.6
CC1=C(C(=O)Nc2ccccc2)C(c2ccccc2)N2C(=O)CSC2=N1 (stereo not drawn)	-5.4	nt	-10.3
O=C(NCCc1ccccc1)c1c(O)c2cccc3c2n(c1=O)CC3	-5.7	nt	-3.5
O=C(Nc1cccc2c1CCCC2)c1cc([N+](=O)[O-])ccc1Cl	-20.5	nt	5.2
O=C1C2C3c4ccccc4C(c4ccccc43)[C@@H]2c2nc3ccccc3n21 (stereo partly drawn)	1.8	nt	1.5
COc1ccc2c(c1)sc1nc(-c3ccccc3)cn12	-11.8	nt	43.3
CCC1=Nc2ccccc2NC2=C1C(=O)CCC2	7.1	nt	0.3
CCCCNC(=O)COC(=O)c1cc2c(C)nn(-c3ccccc3)c2s1	1.5	nt	-3.2
Cc1ccc(C(=O)CSc2nsc(C)c2C#N)cc1	-14.5	nt	6.5
C=CCNC(=O)NS(=O)(=O)c1ccc(C)cc1	-3.1	nt	-4.5
CCOC(=O)C(C)On1c(-c2ccccc2)nc2ccc([N+](=O)[O-])cc21 (stereo not drawn)	7.4	nt	1.3
Cc1cc(C)n(-c2nc(NC(C)(C)C)nc(NC(C)(C)C)n2)n1	-41.6	nt	-0.7
O=C(Nc1cnn(Cc2ccc(Cl)cc2Cl)c1)c1cc(-c2cccs2)on1	-0.3	nt	8.4
CCCSC1=N/C(=C\C=C\c2ccco2)C(=O)S1	30.2	nt	-8.3
Cc1cccc(/C=c2\s/c(=C\C(=O)C(C)(C)C)[nH]c2=O)c1	-1.5	nt	11.1
CC(=O)Nc1ccc(NC(=O)CSC2=NCCS2)cc1	0.8	nt	0.9
COCCNC(=O)CSc1nnc2c(Cl)cc(Cl)cn12	-16.9	nt	-0.1
CCN(CC)C(=O)N1CCc2ccccc2C1CN1C(=O)c2ccccc2C1=O (stereo not drawn)	-2.7	nt	-6.7
C/C(N)=C(/C#N)C(=O)CSc1nnnn1-c1ccccc1	-2.1	nt	0.3
CSc1nc(C)cc(NC(N)=O)n1	-19.2	nt	-2.8
Remaining list, next part:
SMILES	ARNT TACC3 PPI	esBAF inh	miR-122 sensor
CCOc1cc(/C=C2\SC(=N)N(c3nonc3N)C2=O)ccc1OCC(N)=O	-0.3	nt	0.0
O=C(NCc1ccco1)C(c1ccccc1)N(CC1CCCO1)C(=O)Cn1nnc2ccccc21 (stereo not drawn)	-18.4	nt	2.0
O=C(NC(Cc1ccccc1)C(=O)O)/C(=C\c1ccc(F)cc1)NC(=O)c1ccccc1 (stereo not drawn)	-12.6	nt	1.8
Nn1cnnc1SCC(=O)Nc1ccc2c(c1)OCO2	0.0	nt	8.4
CCCCn1c(N)c(NCCC)c(=O)[nH]c1=O	-2.1	nt	-4.6
COc1ccccc1C(=O)Nc1nc2nc(-c3ccccc3)cc(=O)n2[nH]1	-0.1	nt	-5.0
O=C(O)c1ccc2nc(CO)[nH]c2c1	1.1	nt	-2.4
CC1=C(C(=O)Nc2cccc(C)n2)C(c2ccc3c(c2)OCO3)C2=C(CC(c3ccco3)CC2=O)N1 (stereo not drawn)	-44.4	nt	13.9
